Compound activity as filed in PubChem.
Bcl-xL primary: Bcl-xL (human) inhibition. inhibition, % at 10.9 µM. AID 2129. GST-Bcl-xL / FITC-Bim BH3 peptide fluorescence polarization. Q07817. 320,000 compounds, 0.7% hits;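 active = inhibition above the mean of all tested compounds plus 3 SD, cutoff set per campaign, cut at about 30% in these data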;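 also: 0% = DMSO wells and 100% = unlabeled Bim-BH3 peptide competitor; inhibitors lower millipolarization by displacing the labeled peptide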
MEX-5 binding: C. elegans MEX-5 TCR-2 RNA binding activity | Q9XUB2 | MEX-5/FITC-TCR2 RNA binding, fluorescence polarization; stronger effect = lower value | activity score (negative = inhibition of binding), % at 10 µM | 300,000 compounds, 0.38% hits;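 active = inhibition past about -25% in most replicates, and total fluorescence under double the plate's negative control median, limit read from the data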;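 also: 0% = DMSO and -100% = 5 µM competing unlabeled TCR2 RNA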
Yeast superoxide: lowers age-related superoxide in aged yeast cells. AID 2690. 330,000 compounds, 0.18% hits. superoxide response (% of plate mean), % at 10 µM. S. cerevisiae aged cells, superoxide DHE fluorescence; stronger effect = lower value;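 active = superoxide response under a set limit, about three screen SD below normal, cut at about 65% in these data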;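 also: yeast aged for seven days with compound at 30 °C before DHE staining; 100% = average MFI of all compound-treated wells on the plate with controls excluded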
GRK2 aptamer HTS: inhibitors of human GRK2 displacing RNA aptamer; bead flow cytometry, FAM-aptamer displacement from GRK2; inhibition of aptamer binding, % at 10 µM; 330,000 compounds, 0.59% hits; AID 488847;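 active = inhibition of aptamer binding above 40%, roughly 3 SD of noise, on plates passing a quality check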;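 also: median bead fluorescence of bound FAM aptamer so fluorescent compounds give negative values; no value below 0 was filed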
AGP1-GFP MLPCN: yeast TOR pathway AGP1-GFP modulation | GFP response vs DMSO, % at 10 µM | 320,000 compounds, 0.02% hits | S. cerevisiae AGP1-GFP multiplex flow cytometry, 3 h; GFP as percent of DMSO wells | AID 2066;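 active = GFP response relative to DMSO above a set limit, near screen average plus 3 SD, cut at about 150% in these data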;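 also: median GFP channel fluorescence of the gated AGP1 strain per well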
VLA-4 inh: inhibition in a human VLA-4 binding assay. VLA-4 expressing cells, ligand binding flow cytometry. inhibition, % (about 7 µM as worked out from the volumes in the protocol). 330,000 compounds, 0.2% hits; in the data active = inhibition above about 50%
Target sequence (P13612 whole entry, looked up): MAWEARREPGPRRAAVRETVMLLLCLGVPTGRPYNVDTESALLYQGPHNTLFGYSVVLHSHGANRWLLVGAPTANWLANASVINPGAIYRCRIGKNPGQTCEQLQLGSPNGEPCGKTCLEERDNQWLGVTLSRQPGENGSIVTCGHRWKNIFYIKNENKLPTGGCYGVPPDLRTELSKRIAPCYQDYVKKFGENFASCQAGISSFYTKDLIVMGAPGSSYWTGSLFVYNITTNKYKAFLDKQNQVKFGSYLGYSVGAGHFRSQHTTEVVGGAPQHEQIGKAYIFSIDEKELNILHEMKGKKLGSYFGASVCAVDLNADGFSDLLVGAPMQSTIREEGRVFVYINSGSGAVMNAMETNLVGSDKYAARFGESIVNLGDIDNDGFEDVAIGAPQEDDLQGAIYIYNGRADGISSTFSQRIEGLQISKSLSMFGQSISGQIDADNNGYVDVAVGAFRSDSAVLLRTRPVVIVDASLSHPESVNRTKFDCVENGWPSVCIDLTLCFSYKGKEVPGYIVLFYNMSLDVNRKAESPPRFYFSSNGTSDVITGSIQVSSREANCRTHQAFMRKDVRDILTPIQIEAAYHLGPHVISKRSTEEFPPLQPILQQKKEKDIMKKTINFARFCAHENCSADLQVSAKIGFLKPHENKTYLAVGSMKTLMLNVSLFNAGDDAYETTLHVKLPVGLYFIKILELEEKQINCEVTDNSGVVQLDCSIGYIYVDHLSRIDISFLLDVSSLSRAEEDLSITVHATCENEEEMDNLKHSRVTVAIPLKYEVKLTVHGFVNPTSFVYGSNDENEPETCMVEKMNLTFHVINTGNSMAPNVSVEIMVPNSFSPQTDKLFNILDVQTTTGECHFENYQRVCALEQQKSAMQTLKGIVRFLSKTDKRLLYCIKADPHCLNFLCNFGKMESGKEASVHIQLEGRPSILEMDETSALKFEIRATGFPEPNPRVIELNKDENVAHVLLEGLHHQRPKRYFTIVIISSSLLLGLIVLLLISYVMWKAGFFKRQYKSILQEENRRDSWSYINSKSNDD
GLD-1 TGE inh: GLD-1-TGE RNA interaction inhibition (C. elegans); 320,000 compounds, 0.44% hits; purified GLD-1 + fluorescein TGE RNA, fluorescence polarization; inhibition, % at 5.96 µM; AID 2280; Q17339;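 active = percent inhibition above a per-plate cutoff, the plate mean of test compounds plus 3 SD, cut at about 30% in these data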;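 also: 0% = DMSO wells with GLD-1 and probe and 100% = wells lacking GLD-1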
MCL1-BIM inh: disrupts human MCL1 binding to BIM-BH3 peptide. Q07820. GST-MCL1 / FITC-Bim-BH3 fluorescence polarization. inhibition, % at 10.9 µM. 320,000 compounds, 0.68% hits;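 active = inhibition above the mean inhibition of all tested compounds plus 3 SD, set per campaign, cut at about 40% in these data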;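 also: 0% = DMSO wells and 100% = unlabeled Bim-BH3 peptide control; higher means more loss of mP so more displacement of Bim peptide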
CIT2 TOR yeast: modulators of TOR pathway CIT2-GFP in S. cerevisiae; 320,000 compounds, 0.065% hits; AID 2029; S. cerevisiae CIT2-GFP strain, flow cytometry, 3 h; 100 means same as DMSO wells; GFP response vs DMSO, % at 10 µM;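 active = GFP response relative to DMSO above a set limit, near the screen mean plus 3 SD, cut at about 150% in these data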;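 also: ratio of well median GFP fluorescence to mean of DMSO wells on the plate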
Starred values were filed as active, the others as inactive; x = no result given. Compounds as they come (roughly 2.1% active in at least one column).

SMILES	Bcl-xL primary	MEX-5 binding	Yeast superoxide	GRK2 aptamer HTS	AGP1-GFP MLPCN	VLA-4 inh	GLD-1 TGE inh	MCL1-BIM inh	CIT2 TOR yeast
CNc1snc(C)c1C(=O)OCC(=O)NCc1ccccc1OC	x	x	105	0	102	11	9	x	95
CCc1ccc(CNc2ccc3c(c2)ncn3C(C)(C)C)cc1	0	1.4	100	0	101	8	4	4	95
Cn1c(=O)oc2cc(S(=O)(=O)NCc3ccc(Cl)cc3)ccc21	1	-0.5	87	0	97	6	6	6	107
CCOc1ccc(OCCC(=O)OCC(=O)NC2CC2)cc1	-3	1.0	99	2	102	5	4	0	105
Cc1ccc(C(C)C)cc1OCC(=O)N1CCN(C(=O)c2ccco2)CC1	1	-1.6	103	4	115	16	9	3	98
CC(C)CN(C(=O)C1CC1)C1CCS(=O)(=O)C1 (centres undefined)	-2	1.9	97	5	115	6	-4	0	103
Cc1cccnc1-n1c(CCN2C(=O)c3ccccc3C2=O)nc2ccccc2c1=O	4	0.7	105	3	99	6	-2	0	94
Cc1cc(C)cc(NC(=O)CSc2nnnn2-c2cccnc2)c1	2	-0.8	93	1	99	2	-2	-4	105
CCOC(=O)CC(NC(=O)C(CC)c1ccccc1)c1ccccc1Cl (centres undefined)	-1	-0.8	89	0	101	0	11	5	89
CCS(=O)(=O)N1CCC(C(=O)Nc2cc(Cl)ccc2O)CC1	2	3.3	90	0	112	-31	3	0	101
COc1cc(C=C(C(C)=O)C(C)=O)ccc1O	6	-0.9	108	0	100	11	-5	0	96
CCOC(=O)CNC(=O)c1cc(OC)cc(OC)c1	5	2.7	103	20	97	11	9	9	99
COc1cc(C2C(C(=O)c3ccc(C)o3)=C(O)C(=O)N2c2cc(C)on2)ccc1OCc1ccccc1 (centres undefined)	-1	1.8	98	1	95	5	-2	2	96
CC(=O)NCCc1ccc(C(=O)COC(=O)c2cc(C)oc2C)cc1	x	x	83	3	102	1	-3	x	116
Cn1c(=O)c(C#N)c(-c2ccccc2)n2cnnc12	6	0.7	108	5	93	-6	8	4	93
O=C(NCCc1ccccc1)c1cccnc1	-3	1.0	104	2	107	13	-3	-11	101
CC1CN(C(=O)COC(=O)c2ccc(F)cc2Cl)CC(C)O1 (centres undefined)	6	0.0	116	3	97	0	-4	7	91
O=C(CSc1nc(O)cc(=O)n1-c1ccccc1)c1ccc(Br)cc1	-4	-0.3	91	1	92	15	1	1	94
COC(=O)c1ccc(C)c(NC(=O)Cc2ccc([N+](=O)[O-])cc2)c1	6	0.7	99	0	91	-2	-6	10	99
O=C(c1ccc(-c2ccccc2)cc1)N1CCC(C(=O)N2CCCC2)CC1	5	-2.1	100	0	99	23	6	2	100
COc1cc(N2C(=O)CSC23C(=O)Nc2ccccc23)cc(OC)c1OC (centres undefined)	5	-1.9	102	0	97	-1	-2	3	97
Cc1cccc(/C=N/n2c(C3CCCCC3)n[nH]c2=S)c1	-14	0.0	83	17	104	1	1	-26	100
COc1ccc(C)cc1S(=O)(=O)N(C)CC(=O)Nc1ccc2c(c1)OCCO2	-1	2.6	102	1	109	4	1	-2	102
CSc1ccc(/C=C/C(=O)c2ccc(NC(=O)Cc3ccccc3)cc2)cc1	-3	-5.2	94	0	109	0	-5	-10	107
O=C1C=C(NCCN2CCOCC2)C(=O)c2cnccc21	15	-2.4	94	4	95	28	9	12	107
O=C(COC(=O)COc1ccccc1)NC12CC3CC(CC(C3)C1)C2	0	x	98	0	108	4	8	0	99
O=C(NCc1ccc(Cl)cc1Cl)C(=O)N1CCCCC1	1	1.7	93	0	110	-6	0	-5	110
CC(=O)n1cc([C@@H]2C=C(C(=O)O)O[C@H](OCc3ccc(CO)cc3)C2)c2ccccc21	1	-1.8	100	0	96	-2	3	1	109
C=CCOC(=O)c1ccc(-n2cnc(C)n2)nc1	4	0.3	105	4	99	-1	-8	11	99
CN1CCN(c2nc3ccccc3nc2NS(=O)(=O)c2ccc(Br)cc2)CC1	x	x	106	0	111	0	8	x	107
CCOC(=O)c1cnn2c(C(F)(F)F)cc(-c3cn(C)nc3C)nc12	2	2.5	103	2	99	2	-6	-5	100
COc1ccc(C(=O)Nc2cccc(S(=O)(=O)N(C)C)c2)cc1S(=O)(=O)N1CCOCC1	x	x	103	0	103	-1	-9	x	94
Cc1ccc2[nH]c3c(=O)n(CCN4CCOCC4)cnc3c2c1	2	-1.1	98	3	89	2	5	15	97
CCSc1nc2sc3c(c2c(=O)[nH]1)CCCC3	1	0.9	100	0	104	2	-12	-1	98
O=C(NNS(=O)(=O)c1ccc(Br)cc1)c1ccccc1-n1cccc1	2	2.6	95	0	96	-13	4	12	100
CCCCC(CC)C(=O)NCc1ccc(F)cc1 (centres undefined)	-1	-0.9	93	0	96	-10	3	6	94
CC(=O)N(/C=C1\SC(=S)N(c2ccccc2)C1=O)c1ccccc1	6	0.5	101	3	105	7	23	3	89
COCCn1nnnc1C(c1cccc(C(F)(F)F)c1)N1CCOCC1 (centres undefined)	6	-1.0	100	0	105	5	6	3	107
CN(c1ccccc1)S(=O)(=O)c1ccc(C(=O)Nc2ccncc2)cc1	3	-1.7	92	2	108	-5	-2	-4	96
CC(=O)Nc1ccc(NC(=O)[C@@H]2CCCN2S(=O)(=O)c2ccc3c(c2)OCCO3)cc1	-6	1.8	106	1	104	-1	1	-6	96
COc1cc(C(=O)NNC(=O)COc2ccccc2Cl)ccc1OCC(=O)N1CCOCC1	-1	x	97	1	94	5	5	2	96
COc1cc2c(c(OC)c1O)C(=O)CO2	5	1.2	99	0	100	21	1	10	103
O=C(CSc1nnc(CNc2ccccc2)o1)N1CCCc2ccccc21	1	-2.0	90	0	103	6	3	-5	103
CCOC(=O)c1ccccc1NC(=S)N1CCC(N2CCCCC2)CC1	5	-0.5	81	0	107	15	3	10	110
COc1cccc(OC)c1C(=O)NCCN1CCN(C(=O)c2c(OC)cccc2OC)CC1	1	-0.7	102	0	101	7	0	3	x
CCN(C(=O)COC(=O)CSc1ccc(F)cc1)c1c(N)n(Cc2ccccc2)c(=O)[nH]c1=O	-2	x	86	7	100	-4	-3	4	92
CCn1cnc2c(oc3ccccc32)c1=O	7	0.0	86	2	105	0	-2	7	109
CN(CCOc1ccc(Cl)cc1)C(=O)Cc1ccc(S(=O)(=O)N2CCOCC2)s1	-3	x	71	4	98	7	-1	5	97
CCOC(=O)C1CCCN(C(=O)C2CCCN(S(=O)(=O)c3ccc4c(c3)oc(=O)n4C)C2)C1 (centres undefined)	2	-7.1	102	1	103	6	2	-7	107
Cc1ccc(NS(=O)(=O)c2ccc3c(c2)NC(=O)CO3)c(C)c1	2	-1.9	78	2	98	11	-1	3	104
Clc1ccc(-c2noc(COc3ccccc3)n2)cc1	1	0.3	115	1	120	-5	6	-4	105
CCC(C)[C@H](NC(=O)Nc1ccc(Oc2ccccc2)cc1)C(=O)O (some centres undefined)	-3	0.2	94	0	103	-5	5	-2	100
CCN(CC)CCN1C(=O)c2oc3ccc(F)cc3c(=O)c2C1c1ccncc1 (centres undefined)	10	-2.2	93	0	100	4	3	16	99
CC1Cc2ccccc2N1C(=O)CN1C(=O)NC(C)(CCc2ccccc2)C1=O (centres undefined)	3	0.9	112	0	106	-2	8	2	116
Cc1ccc(N2CC(C(=O)Nc3nnc(SCc4ccccn4)s3)CC2=O)cc1 (centres undefined)	0	0.0	99	0	111	8	-4	0	106
COc1ccc(CCNC(=O)C2C3CCC(C3)C2C(=O)O)cc1OC (centres undefined)	2	-0.7	74	0	92	2	5	12	109
O=C(Nc1cc(S(=O)(=O)N2CCOCC2)ccc1N1CCCC1)c1cnccn1	3	0.7	101	0	93	16	8	1	96
CCC(=O)c1ccc(OC)c(OC)c1O	-5	-0.3	84	0	105	8	-1	-15	101
COc1cc(C)c(NC(=O)C(=S)N2CCCC2)cc1C	-6	-0.4	94	0	98	23	0	-5	104
Cc1ccc(NC(=O)CN2C(=S)NC(C)(C)CC2C)cc1Cl (centres undefined)	13	x	90	0	104	17	3	2	104
CCCCNC(=O)CCn1c(=O)c2ccccc2n(Cc2ccc(F)cc2)c1=O	4	0.8	102	0	98	-5	-6	1	100
COc1ccc(CCNC(=O)C(=O)NCC2OCCN2S(=O)(=O)c2ccc(F)cc2)cc1 (centres undefined)	-1	2.1	82	2	108	-14	0	-1	101
O=C(NNC(=O)C12CC3CC(CC(C3)C1)C2)c1ccccc1F	-3	-0.4	108	1	102	2	-1	-5	92

An excerpt from above in order of molar mass, ascending:
SMILES	Bcl-xL primary	MEX-5 binding	Yeast superoxide	GRK2 aptamer HTS	AGP1-GFP MLPCN	VLA-4 inh	GLD-1 TGE inh	MCL1-BIM inh	CIT2 TOR yeast
CCC(=O)c1ccc(OC)c(OC)c1O	-5	-0.3	84	0	105	8	-1	-15	101
CCn1cnc2c(oc3ccccc32)c1=O	7	0.0	86	2	105	0	-2	7	109
Clc1ccc(-c2noc(COc3ccccc3)n2)cc1	1	0.3	115	1	120	-5	6	-4	105
COc1cc(C)c(NC(=O)C(=S)N2CCCC2)cc1C	-6	-0.4	94	0	98	23	0	-5	104
Cc1ccc(NC(=O)CN2C(=S)NC(C)(C)CC2C)cc1Cl (centres undefined)	13	x	90	0	104	17	3	2	104
CCC(C)[C@H](NC(=O)Nc1ccc(Oc2ccccc2)cc1)C(=O)O (some centres undefined)	-3	0.2	94	0	103	-5	5	-2	100
COc1ccc(CCNC(=O)C2C3CCC(C3)C2C(=O)O)cc1OC (centres undefined)	2	-0.7	74	0	92	2	5	12	109
CCCCNC(=O)CCn1c(=O)c2ccccc2n(Cc2ccc(F)cc2)c1=O	4	0.8	102	0	98	-5	-6	1	100
O=C(Nc1cc(S(=O)(=O)N2CCOCC2)ccc1N1CCCC1)c1cnccn1	3	0.7	101	0	93	16	8	1	96
Cc1ccc(N2CC(C(=O)Nc3nnc(SCc4ccccn4)s3)CC2=O)cc1 (centres undefined)	0	0.0	99	0	111	8	-4	0	106
COc1ccc(CCNC(=O)C(=O)NCC2OCCN2S(=O)(=O)c2ccc(F)cc2)cc1 (centres undefined)	-1	2.1	82	2	108	-14	0	-1	101
CCOC(=O)C1CCCN(C(=O)C2CCCN(S(=O)(=O)c3ccc4c(c3)oc(=O)n4C)C2)C1 (centres undefined)	2	-7.1	102	1	103	6	2	-7	107
CCN(C(=O)COC(=O)CSc1ccc(F)cc1)c1c(N)n(Cc2ccccc2)c(=O)[nH]c1=O	-2	x	86	7	100	-4	-3	4	92
